AID inh: activation induced cytidine deaminase inhibition. Q9GZX7. Potency, µM (doses to about 115 µM), without a hit: at the top dose activity change, negative = inhibition, actives largely listed as inhibitors. 91,000 compounds, 0.32% hits. AID deamination FRET fluorescence, UDG-coupled, 4 h; also: nearly all actives have a fitted effect of over 25% in size
Target sequence (Q9GZX7 whole entry, looked up): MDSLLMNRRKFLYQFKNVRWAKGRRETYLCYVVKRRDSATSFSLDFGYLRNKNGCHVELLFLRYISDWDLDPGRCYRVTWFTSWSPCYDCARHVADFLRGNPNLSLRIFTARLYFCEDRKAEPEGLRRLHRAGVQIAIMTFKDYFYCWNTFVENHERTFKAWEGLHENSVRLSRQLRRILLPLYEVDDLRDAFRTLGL
UDG counterscr: UDG inhibition counter-screen | FRET deamination/UDG coupled assay, UDG read, 4 h | Potency, µM (titrated, usually from 115 µM), for the others: at the highest dose activity change, negative = inhibition, hits mostly inhibitors | 91,000 compounds, 0.14% hits; also: nearly all actives have a fitted effect of over 65% in size
* marks the source's active call; other numbers are inactive results; ? = inconclusive; & = joins results of further samples; [ ] = remark or other dose. Calls follow the shape of the dose curve; as a rule, active = well fitted curve in the direction sought with a large enough effect; inconclusive = small, poorly fitted or top-dose-only effect, or another doubt; inactive = no such curve, though single readings can be large; an effect the other way counts as inactive or inconclusive. % is scaled to controls: 0 for no effect and ±100 for the full control effect; potency is read from the fitted curve at half-maximal effect. A portion of the library; the hit share may differ from the screen's.

Preview (three entries):
SMILES	AID inh	UDG counterscr
CCC(=O)Nc1cc(C(=O)NCc2ccc(C)cc2)ccc1S(=O)(=O)c1ccc(C)cc1	-7.2%	-9.6%[57.5 µM]
N#Cc1ccc(NCCNC(=O)Nc2ccccc2)nc1	-4.6%	-1.7%
Nc1ccccc1OC1CCCCC1	4.9%	-0.7%

The list itself (from the top)
SMILES	AID inh	UDG counterscr
CCC(=O)Nc1cc(C(=O)NCc2ccc(C)cc2)ccc1S(=O)(=O)c1ccc(C)cc1	-7.2%	-9.6%[57.5 µM]
N#Cc1ccc(NCCNC(=O)Nc2ccccc2)nc1	-4.6%	-1.7%
Nc1ccccc1OC1CCCCC1	4.9%	-0.7%
S=C(NCc1ccc(Cl)c(Cl)c1)Nc1ccccc1Cl	-6.6%	-5.0%
Cc1ccc(-c2nc(S(=O)(=O)c3ccccc3)c(N(C)C)o2)cc1	-13.7%	12.2%
O=C(NC1CCN(S(=O)(=O)c2cccc(F)c2)CC1)C1CCCCC1	4.5%	1.7%
COc1ccc(Nc2oc(COc3ccccc3C)nc2C#N)cc1	2.4%	-2.6%
Cc1cccc(CNCc2cccs2)c1	0.7%	-4.5%
CC(CNC(=O)Cn1c(-c2cccs2)cc2ccccc21)c1ccccc1 (stereo not drawn)	?	-27.2%
Cc1ccc(C(=O)c2oc3ccccc3c2NC(=O)Cc2coc3c(C)c(C)ccc23)cc1	-2.8%	-10.5%
CCOc1ccc(-c2cn3c(n2)sc2cc(C(=O)NC(C)C45CC6CC(CC(C6)C4)C5)ccc23)cc1 (stereo not drawn)	-15.6%	-7.3%
CCOC(=O)c1cc2cc(C(=O)O)ccc2[nH]1	59.9%[activator]	-4.2%
CCC/C=N/NC(=O)c1ccc(C)cc1C	-3.8%	0.1%
Cc1nn(C)cc1S(=O)(=O)Nc1ccn(Cc2c(F)cccc2Cl)n1	2.4%	-0.9%
O=C(Cn1nc(N2CCN(c3ccccc3)CC2)ccc1=O)Nc1ccccc1	-5.5%	-12.5%

An excerpt of the results above, for reference:
SMILES	AID inh	UDG counterscr
CCOC(=O)c1cc2cc(C(=O)O)ccc2[nH]1	59.9%[activator]	-4.2%
CCC/C=N/NC(=O)c1ccc(C)cc1C	-3.8%	0.1%
Cc1nn(C)cc1S(=O)(=O)Nc1ccn(Cc2c(F)cccc2Cl)n1	2.4%	-0.9%
O=C(Cn1nc(N2CCN(c3ccccc3)CC2)ccc1=O)Nc1ccccc1	-5.5%	-12.5%

Following part
SMILES	AID inh	UDG counterscr
O=C(Cn1ccc2cc(Cl)ccc21)Nc1ccc2[nH]ccc2c1	-7.0%	0.6%
CC(=O)NC(C)c1ccc([N+](=O)[O-])cc1 (stereo not drawn)	0.1%	-5.9%
CCc1ccccc1NS(=O)(=O)c1ccc2nc(-c3ccccc3)[nH]c2c1	9.6%	-3.2%
O=C(NCCc1cccs1)c1ccc(Cn2c(SCc3ccccc3)nc3cccnc32)cc1	-3.0%	-13.5%
COc1ccccc1CNC(=O)c1cnc2c(-c3ccccc3)c(C)nn2c1C	-20.1%	?
Cc1cc(C(=O)Cn2c(Cl)nc3c2c(=O)n(C)c(=O)n3C)c(C)n1CCc1ccccc1	-28.9%	-10.0%
O=S(=O)(NCCS(=O)(=O)N1CCN(c2ccccc2)CC1)c1ccc(Br)cc1	-9.8%	-3.0%
O=C(Nc1cc(Cl)ccc1Cl)C1CC2CC3CCC1C3C2 (stereo not drawn)	-5.9%	-8.4%
CCOC(=O)c1cc2c(=O)n3ccccc3nc2n(Cc2ccco2)c1=NC(=O)c1ccc(C(C)(C)C)cc1	5.7%	20.8%
Cc1cc(N2CCN(C)CC2)nc2ccc(NC(=O)Nc3ccccc3Br)cc12	42.4%[activator]	15.6%
O=S(=O)(c1ccc2c(c1)OCCO2)c1nc(-c2ccccc2F)oc1NCCN1CCOCC1	-14.8%	0.9%
CN(C)S(=O)(=O)N(CC(=O)Nc1ccc(C(F)(F)F)cc1)c1ccccc1	-14.4%	-10.5%
COc1ccccc1C(=O)n1nc(-c2ccco2)nc1NCc1ccc(Cl)cc1	6.4%	-7.0%
CC(=O)Nc1nonc1-c1nnc(SCC(=O)Nc2ccc(C)cc2C)n1C	3.0%	2.5%
COc1ccccc1NS(=O)(=O)c1ccc2oc(SCCOc3ccccc3F)nc2c1	-3.3%	-5.3%
CCC(C)NC(=O)c1cc(-c2cccc(OC)c2)on1 (stereo not drawn)	-0.3%	18.9%
N#Cc1ccc(C(=O)Nc2ccc(NC(=O)c3cc4ccccc4o3)cc2)c(F)c1	-9.3%	10.4%
COc1cccc(N2CCN(C(=O)CCS(=O)(=O)c3ccc4c(c3)CC(=O)N4C)CC2)c1	-25.7%	?
Cc1nc(CCNC(=O)C2CCN(S(=O)(=O)c3cccc(C(F)(F)F)c3)CC2)cs1	-13.2%	8.3%
Cc1ccc(F)cc1NC(=O)C(C)(C)c1ccccc1	0.9%	-0.1%
COc1ccc(C)cc1NC(=O)c1c(C)oc2ncn(CC(C)C)c(=O)c12	?	-26.0%
COc1ccc(-n2ncc(C(=O)NCCN3CCOCC3)c2C2CCN(C(=O)OC(C)(C)C)CC2)cc1	-0.2%	29.1%
O=C(C1CCN(S(=O)(=O)c2cccc3nonc23)CC1)N1CCN(c2ccccc2F)CC1	-6.3%	-23.7%
CSC1=N/C(=C\c2cc(C(C)(C)C)c(O)c(C(C)(C)C)c2)C(=O)S1	279.3%[activator]	-6.3%
Cc1ccc(-c2nc3c(cnn3-c3ccccc3)c(=O)n2-c2cccc(Cl)c2)cc1	?	-10.8%[57.5 µM]
CCCCNC(=O)CSc1nc2n[nH]c(C)c2c(=N)n1-c1cccc(C)c1	-5.3%	-0.5%[57.5 µM]
COc1ccc(CNC(=O)C2CCCCN2S(=O)(=O)c2ccc(F)cc2)cc1 (stereo not drawn)	-8.7%	-3.1%
Cc1c[n+](=O)c2ccccc2n1[O-]	0.5%	0.1%
O=C(CSc1nc(-c2cccs2)nc2cc(=O)[nH]n12)Nc1ccccc1F	-5.9%	-0.2%
CCc1ccc(NC(=O)Cn2c(=O)n(CCC(=O)NCCc3ccc(OC)c(OC)c3)c(=O)c3ccccc32)cc1	-1.0%	-13.6%

Arranged by value in AID inh (high to low): 7 of the compounds above
SMILES,AID inh
Cc1ccc(F)cc1NC(=O)C(C)(C)c1ccccc1,0.9%
Cc1c[n+](=O)c2ccccc2n1[O-],0.5%
CCC(C)NC(=O)c1cc(-c2cccc(OC)c2)on1 (stereo not drawn),-0.3%
CCc1ccc(NC(=O)Cn2c(=O)n(CCC(=O)NCCc3ccc(OC)c(OC)c3)c(=O)c3ccccc32)cc1,-1.0%
CCCCNC(=O)CSc1nc2n[nH]c(C)c2c(=N)n1-c1cccc(C)c1,-5.3%
O=C(C1CCN(S(=O)(=O)c2cccc3nonc23)CC1)N1CCN(c2ccccc2F)CC1,-6.3%
N#Cc1ccc(C(=O)Nc2ccc(NC(=O)c3cc4ccccc4o3)cc2)c(F)c1,-9.3%

Following part:
SMILES	AID inh	UDG counterscr
O=C(O)CCS(=O)(=O)CCC(=O)O	0.7%	-4.8%
COc1ccc(CNC(=O)C2CCN(S(=O)(=O)Cc3ccccc3)CC2)cc1	2.8%	10.5%
CCc1ccccc1NC(=O)c1sc2nc(C)cc(COC)c2c1N	-11.4%	-7.7%
CCN(CC)c1ccc(C2C(C(N)=O)=C(C)Nc3nc(SCc4ccccc4Cl)nn32)cc1 (stereo not drawn)	17.6%	-2.5%
CCOC(=O)c1cccc(NC(=O)NCCc2c(C)nn(C)c2C)c1	6.9%	-14.3%
O=C(NCc1ccc(Cl)cc1)C1CCN(S(=O)(=O)c2ccccc2)CC1	4.6%	-6.1%
CC(C)COC(=O)c1nn(Cc2ccccc2)c(=O)c2ccccc12	-14.6%	4.1%
Cc1ccccc1C(=O)N1CCCCC1CCN1CCCCC1 (stereo not drawn)	143.5%[activator]	-5.9%
COc1ccc(-c2noc(-c3cc4cc(Cl)ccc4oc3=O)n2)cc1OC	3.0%	5.8%
NS(=O)(=O)c1ccc(N/N=C/c2cccc(O)c2)c([N+](=O)[O-])c1	-18.0%	-1.6%
CN(C)Cc1ccccc1CNC(=O)c1nccnc1N	0.8%	0.2%
Cc1c(CC(=O)O)c(=O)oc2cc(OCc3ccc4ccccc4c3)ccc12	?	2.1%
CN(C)c1ccc(-c2noc(-c3cc4cc(F)ccc4oc3=O)n2)cc1	14.2%	5.7%
Cc1oc2cc(O)ccc2c(=O)c1Oc1ccc(C(=O)O)cc1	-2.2%	1.9%
Cc1cc(C)c(NC(=O)C2CCN(c3nc4ccccc4n4cccc34)CC2)c(C)c1	-26.5%	-20.6%

Record cards, from the list above. Order of values: AID inh	UDG counterscr
CN(C)Cc1ccccc1CNC(=O)c1nccnc1N in the list: 0.8%	0.2%
Cc1cc(C)c(NC(=O)C2CCN(c3nc4ccccc4n4cccc34)CC2)c(C)c1 in the list: -26.5%	-20.6%
COc1ccc(-c2noc(-c3cc4cc(Cl)ccc4oc3=O)n2)cc1OC in the list: 3.0%	5.8%

Continuation.
SMILES	AID inh	UDG counterscr
Cc1cc(C)c(S(=O)(=O)NCC(c2cccnc2)S(=O)(=O)c2ccccc2)c(C)c1 (stereo not drawn)	-2.9%	-6.4%
COc1cc(C2C=C(C(=O)O)Nc3ncnn32)ccc1O (stereo not drawn)	4.2%	-7.2%
Cc1cn2c(=O)cc(COC(=O)c3cccc(NC(=O)c4ccc(C(C)(C)C)cc4)c3)nc2s1	11.7%	-2.5%
N#Cc1ccccc1NC(=O)CSc1nncn1CCc1cccs1	-3.6%	-0.7%
Cc1oc(-c2ccccc2Cl)nc1Cn1c(SCc2cccc(F)c2)nc2cccnc21	?	-10.3%[57.5 µM]
O=C(CCCn1c(=O)c2ccccc2n(CC(=O)Nc2cccc(Cl)c2)c1=O)NCc1ccc2c(c1)OCO2	14.6%	1.5%
COc1ccccc1SC(C)C(=O)NC(C)(C)C (stereo not drawn)	2.8%	1.5%
COc1ccc(NC(=O)c2c(NC(=O)COc3ccc(Cl)cc3)sc3c2CCCCC3)cc1	0.7%	3.3%
Nc1cc(=O)nc(SCC(=O)Nc2ccc(F)cc2)n1-c1cccc(Cl)c1	-8.5%[57.5 µM]	-3.5%[57.5 µM]
Cc1nc2nc(SCC(=O)c3ccccc3)[nH]c2cc1Br	-9.0%	-10.7%
COC(=O)c1ccc(COC(=O)c2ccc(Cl)cc2O)cc1	0.7%	1.4%
Cc1cc(C)nc(NNC(=O)CCNC(=O)c2ccccc2C)n1	-1.2%	5.5%
CCCOc1ccc2ccccc2c1CN(C)C(=O)c1n[nH]c(=O)c2ccccc12	-13.2%	-8.5%
O=c1[nH]cccc1NS(=O)(=O)c1ccc(Cl)c(C(F)(F)F)c1	-15.8%	-10.8%
COc1ccc(OC)c(CCNC(=O)C2CCN(c3ncnc4c3nc3n4CCCCC3)CC2)c1	8.2%	3.9%
Cc1ccc2cccc(NC(=O)c3ccc(-c4ccc(Cl)cc4Cl)o3)c2n1	-4.6%	-4.4%
CCNC(=S)N/N=C/c1cccc(F)c1	-9.6%	-6.2%
O=C(/C=C/c1cc(Br)cc(Br)c1O)c1ccccc1	17.1%	3.7%
COc1cccc(-c2nc(SCc3cc(=O)c4cc(Cl)ccc4[nH]3)n[nH]2)c1	2.1%&-23.2%	8.3%
CC(=O)Nc1c(C)nn(-c2ccccc2)c1N1CCC(C(=O)Nc2ccccc2C(F)(F)F)CC1	4.3%	-0.9%
COc1cccc(-c2nc(S(=O)(=O)c3ccccc3)c(N3CCCCC3)o2)c1	?	?
COC(=O)C(CCSC)NC(=O)c1cc2c(n(-c3ccc(Cl)cc3)c1=O)CCCC2=O (stereo not drawn)	10.7%	0.3%
O=C(COc1ncnc2ccccc12)Nc1cccc(F)c1	-6.1%	-1.8%
CCC1=C(c2ccc(C)cc2)S(=O)(=O)N=C1N1CCC(C(=O)NCCc2ccc(Cl)cc2)CC1	-12.5%	17.8%
CCC(=O)N1CCc2cc(S(=O)(=O)CCC(=O)NCc3ccccc3OC)ccc21	2.0%	-6.2%
COc1ccc(CNC(=O)Cn2c(=O)c3c(ncn3C)n(C)c2=O)cc1	1.3%	6.1%
O=C(Oc1ccccc1F)c1nc(SCc2ccc(F)cc2)ncc1Cl	-0.3%	8.9%
O=C(C1=C(c2ccccc2)S(=O)(=O)CCO1)N(Cc1cccc(Cl)c1)c1ccccn1	-4.6%	-0.4%
COc1ccc(-c2c(C)c3ccc(O)c(CN4CCN(C)CC4)c3oc2=O)cc1OC	-5.3%	0.2%
COc1cc(C2NC(=O)N(C)C(C)=C2C(=O)OC2CCCC2)cc(Br)c1O (stereo not drawn)	-5.8%	-9.7%
O=C(/C=C/c1cccc(Cl)c1)NC1CCCC1	-1.0%	9.7%
O=C(CC1Sc2ccccc2NC1=O)Nc1cccc(C(F)(F)F)c1 (stereo not drawn)	202.6%[activator]	8.8%
O=C(NCC(F)(F)F)C1CCCN(Cc2cccc(F)c2)C1 (stereo not drawn)	5.7%	1.7%
